Screening data from PubChem.
SRC2 TRFRET art – flags TR-FRET format artefacts in PPARgamma SRC-2 recruitment agonist screen | TR-FRET artefact counter-screen; active compounds read high | TR-FRET ratio at 8 µM | 200,000 compounds, 0.4% hits; in the data active = TR-FRET ratio above about 2000; note: inactives centre near 1500
PPARg SRC1 recr – promotes SRC-1 coactivator recruitment by human PPARgamma. PPARgamma-SRC-1 coactivator recruitment biochemical assay. activation, % at 8 µM. 200,000 compounds, 0.41% hits. AID 631; in the data active = activation above about 19%;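 note: 0% = DMSO and 100% = reference agonist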
Target sequence (P37231 whole entry, looked up): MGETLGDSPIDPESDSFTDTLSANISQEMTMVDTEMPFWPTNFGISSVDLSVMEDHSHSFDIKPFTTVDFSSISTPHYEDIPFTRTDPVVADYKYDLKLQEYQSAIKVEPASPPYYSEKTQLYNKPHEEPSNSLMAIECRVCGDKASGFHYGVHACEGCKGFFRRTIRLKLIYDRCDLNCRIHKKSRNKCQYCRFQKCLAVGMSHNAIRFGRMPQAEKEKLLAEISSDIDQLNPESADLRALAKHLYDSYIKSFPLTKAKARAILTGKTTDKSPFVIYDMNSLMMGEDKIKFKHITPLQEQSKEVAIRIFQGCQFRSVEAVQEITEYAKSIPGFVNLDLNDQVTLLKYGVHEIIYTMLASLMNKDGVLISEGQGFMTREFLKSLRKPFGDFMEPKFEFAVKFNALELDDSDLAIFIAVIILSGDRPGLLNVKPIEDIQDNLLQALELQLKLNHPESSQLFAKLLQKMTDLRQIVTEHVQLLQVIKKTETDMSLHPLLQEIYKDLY
TNAP act hi DEA – TNAP (human) activation, high acceptor | P05186 | purified TNAP, CDP-star luminescence, 1 M DEA, 30 min; active compounds read high; 0 = EDTA background, 1 = DMSO-only activity | activation factor at 20 µM | 200,000 tested, under 10 active;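 active = activation factor at least 2 at 20 µM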
Target sequence (P05186 whole entry, looked up): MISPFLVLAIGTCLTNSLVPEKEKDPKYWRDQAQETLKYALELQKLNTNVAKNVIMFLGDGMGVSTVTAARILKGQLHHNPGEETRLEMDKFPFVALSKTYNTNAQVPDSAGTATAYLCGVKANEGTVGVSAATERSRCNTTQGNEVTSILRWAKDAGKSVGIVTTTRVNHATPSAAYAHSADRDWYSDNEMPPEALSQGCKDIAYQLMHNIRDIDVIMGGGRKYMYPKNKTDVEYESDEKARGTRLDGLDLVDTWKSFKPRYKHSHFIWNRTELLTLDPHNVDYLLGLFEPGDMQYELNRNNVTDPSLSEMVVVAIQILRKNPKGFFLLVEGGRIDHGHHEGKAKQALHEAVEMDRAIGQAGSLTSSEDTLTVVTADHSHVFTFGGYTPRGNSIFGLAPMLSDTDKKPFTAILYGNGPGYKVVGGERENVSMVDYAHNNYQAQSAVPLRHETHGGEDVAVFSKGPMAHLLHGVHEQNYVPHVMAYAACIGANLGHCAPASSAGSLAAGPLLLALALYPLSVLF
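Dosing: 20 µM single point. System: human TNAP. Amount: TNAP 1/800 final. Incubation: 30 min, room temperature. Read-out: TNAP activation factor scaled between EDTA and DMSO control wells. Signal: luminescence from CDP-star hydrolysis. Medium: 1 M DEA, pH 9.8, Mg2+, Zn2+. Control set: EDTA negative control, DMSO positive control.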
bIAP inh – blocks bovine intestinal alkaline phosphatase activity; 190,000 tested, under 10 active; purified bovine IAP, CDP-star luminescence, 30 min; AID 1019; inhibition, % at 20 µM;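 active = over 50% inhibition of intestinal alkaline phosphatase at 20 µM in the single-dose screen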
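System: purified bovine intestinal alkaline phosphatase (IAP) enzyme; Input: IAP diluted 1/65,000,000 in the well; Measured by: CDP-star luminescence signal; Compound dosing: 20 µM single dose; Incubation: 30 min reaction at room temperature.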
PPARg SRC3 recr – agonists of human PPARgamma SRC-3 coactivator recruitment; P37231; biochemical PPARgamma/SRC-3 coactivator recruitment assay; activation, % at 8 µM; 200,000 compounds, 0.26% hits; AID 731; in the data active = activation above about 23%;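 note: 0% = DMSO and 100% = reference agonist; some compounds past the cut are filed as inactive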
bIAP activator – intestinal alkaline phosphatase (bovine) activation; purified bovine IAP, CDP-star luminescence, 30 min; active compounds read high; fold of DMSO-control signal, blank-subtracted; activation factor at 20 µM; 200,000 compounds, 0.17% hits;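 active = activation factor of 2 or more at 20 µM, a signal rise over negative controls twice the positive control's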
PPARg SRC2 recr – agonists of SRC-2 recruitment by human PPARgamma; AID 1032; P37231; activation, % at 8 µM; 200,000 compounds, 0.34% hits; PPARgamma LBD-SRC-2 recruitment, biochemical; in the data active = activation above about 22%;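 note: 0% = vehicle and 100% = reference agonist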
Efa HMGR inh – blocks class II HMG-CoA reductase of Enterococcus faecalis; 190,000 compounds, 0.41% hits; inhibition, % at 10 µM; purified E. faecalis HMGR, NADPH absorbance 340 nm kinetic; AID 1066;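 active = inhibition above a set limit, the median over all tested compounds plus 3 SD, cut at about 9.5% in these data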;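 note: enzyme runs in reverse so mevalonate oxidation gives rising NADPH absorbance; 0% = complete reaction with DMSO and 100% = background rate lacking mevalonate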
TNAP inh no acc – blocks human TNAP activity with no phosphate acceptor present; P05186; purified TNAP, CDP-star luminescence, 30 min; inhibition, % at 20 µM; 200,000 compounds, 0.26% hits;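 active = tissue-nonspecific alkaline phosphatase inhibition above about 50% at 20 µM in the single-dose screen, limit read from the data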;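 note: 0% = DMSO negative control and 100% = EDTA positive control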
TNAP inh hiacc – inhibitors of human TNAP at high phosphate acceptor concentration | P05186 | purified TNAP, CDP-star luminescence, 1 M DEA | inhibition, % at 20 µM | 200,000 compounds, 0.03% hits | AID 1135;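 active = over 50% inhibition of tissue-nonspecific alkaline phosphatase at 20 µM in the single-dose screen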;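 note: plate controls were DMSO wells for no effect and EDTA-quenched wells as full inhibition for full effect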
Starred values were filed as active, the others as inactive; · = not tested or not shown.

SMILES	SRC2 TRFRET art	PPARg SRC1 recr	TNAP act hi DEA	bIAP inh	PPARg SRC3 recr	bIAP activator	PPARg SRC2 recr	Efa HMGR inh	TNAP inh no acc	TNAP inh hiacc
COc1ccc(-n2nnc3c(=O)n(CC(=O)N4CCC(Cc5ccccc5)CC4)cnc32)cc1	·	·	1	9	·	0.9	·	·	-7	1
Cc1cc(N)nc2nc(C(F)(F)F)nn12	1475	-12	1	-22	3	1.2	-7	-4	1	0
CCOC(=O)CSc1ncc(-c2ccccc2)nn1	1454	-2	1	12	-6	0.9	5	2	-9	-2
O=C(O)CC1C(=O)NCCN1Cc1ccc(F)c(F)c1 (centres undefined)	1597	-4	1	-9	1	1.1	7	1	-5	-2
COc1cc(/C=N/N2C(=O)c3ccccc3C2=O)ccc1O	1600	0	1	2	2	1	-6	-6	-16	3
COc1ccc(-c2noc(CCCc3ccccc3)n2)cc1OC	1551	3	1	-3	17	1	2	0	-10	-4
CC(C)c1ccc(C2NC(=S)NC3=C2C(=O)CC(C)(C)C3)cc1 (centres undefined)	1549	2	1	8	-4	0.9	1	-7	-10	-2
O=C(COC(=O)Cn1cnc2ccccc21)Nc1cc2c(cc1Cl)C(=O)c1ccccc1C2=O	1592	-1	1	-1	-1	1	1	-1	4	1
O=C(NC(=S)NCCC1=CCCCC1)c1cccnc1	1692	2	1	14	2	0.9	3	1	3	-3
Cc1c(Cl)c([N+](=O)[O-])nn1CC(=O)NC1CCCCC1	1510	-1	1	5	-1	0.9	6	0	-5	0
O=C1C(CCCNC(=S)NCc2ccccc2)NC(=S)N1Cc1ccccc1 (centres undefined)	1361	2	1	-12	-4	1.1	-4	-6	-2	-5
O=C(N/N=C/c1ccncc1)c1cc([N+](=O)[O-])cc([N+](=O)[O-])c1	1551	3	1	20	3	0.8	2	1	-13	1
COc1ccc(N2CCN(C(=O)C(CCSC)N=C3NS(=O)(=O)c4ccccc43)CC2)cc1 (centres undefined)	1511	8	1	3	-2	1	6	-1	4	-2
CCOC(=O)c1ccc(S(=O)(=O)N2CCC(C(=O)OCC)CC2)cc1	1466	0	1	8	15	0.9	7	-5	-5	2
CCOC(=O)CN1CC23C=CC(O2)C(C(=O)NCc2ccc(C)cc2)C3C1=O (centres undefined)	1548	4	1.1	-6	17	1.1	7	-6	-12	-6
COc1ccc(/C(C)=N\NS(C)(=O)=O)c(OC)c1	1565	13	1	-12	3	1.1	-2	-2	-8	-4
Clc1cccc(Cl)c1CNC1CCCC1	1587	5	0.9	6	3	0.9	7	0	-11	7
O=C(Nc1cccc2cccnc12)c1cccc2ccccc12	1472	-4	1.1	9	-8	0.9	-8	0	9	-9
CSc1nc(N2CCN(c3ccccc3)CC2)cc(N2CCN(c3ccccc3)CC2)n1	1453	13	1.1	-10	4	1.1	4	0	-8	-5
Cc1cccc(-c2oc(C)c(C)[n+]2[O-])c1	1468	6	1.1	2	-5	1	4	-2	-13	-7
Cc1cc(N2CCCC2)nc(-c2ccccc2O)n1	1701	-4	1.1	-4	0	1	3	-5	-12	-7
Cc1ccc(C(=O)Nc2ccc(Cl)cn2)cc1	1484	-2	1.1	0	-14	1	-9	0	-4	-8
COC(=O)CCN(C1CCCCC1)S(=O)(=O)c1ccc(S(=O)(=O)N2CCCCC2)cc1	1498	3	1	-5	-6	1.1	-9	1	-5	-4
CCc1ccc(NC(=O)Nc2c(C)n(C)n(-c3ccccc3)c2=O)cc1	1469	-10	1	4	0	1	-9	-13	-5	-1
O=C(NCc1cccs1)C1CCC(CNS(=O)(=O)c2ccc(Br)s2)CC1 (centres undefined)	1584	7	1	17	9	0.8	6	0	-16	0
CCOC(=O)c1ccc(S(=O)(=O)N2CCN(C3CCCC3)CC2)cc1	1438	-1	1	2	4	1	4	0	-6	2
CC(C)(C)NCc1cc(Cl)ccc1OCc1ccccc1F	1490	-8	1.1	4	-1	1	0	-6	-23	-10
Cc1cccc(N=C2NN=C(c3c(C)[nH]c4ccccc34)CS2)c1	1602	-3	1	25	2	0.7	0	-4	1	-3
CCOC(=O)Cn1c(=N)n(Cc2ccccc2)c2ccccc21	1622	-3	1.1	12	16	0.9	12	5	-8	-7
COc1ccc(/C=N/OCC(=O)NCC(C)C)c(OC)c1	1601	-1	1.1	5	-1	1	5	0	-19	-7

Of the compounds above, these have fluorine:
SMILES	SRC2 TRFRET art	PPARg SRC1 recr	TNAP act hi DEA	bIAP inh	PPARg SRC3 recr	bIAP activator	PPARg SRC2 recr	Efa HMGR inh	TNAP inh no acc	TNAP inh hiacc
Cc1cc(N)nc2nc(C(F)(F)F)nn12	1475	-12	1	-22	3	1.2	-7	-4	1	0
O=C(O)CC1C(=O)NCCN1Cc1ccc(F)c(F)c1 (centres undefined)	1597	-4	1	-9	1	1.1	7	1	-5	-2
CC(C)(C)NCc1cc(Cl)ccc1OCc1ccccc1F	1490	-8	1.1	4	-1	1	0	-6	-23	-10

Remaining list, next part
SMILES	SRC2 TRFRET art	PPARg SRC1 recr	TNAP act hi DEA	bIAP inh	PPARg SRC3 recr	bIAP activator	PPARg SRC2 recr	Efa HMGR inh	TNAP inh no acc	TNAP inh hiacc
CCCN(CC1CC1)C(=O)COC(=O)c1[nH]c(C)c(C(=O)OCC)c1C	1567	-2	1.1	-4	7	1	10	-6	-10	-6
COc1ccc(NC2SC(=O)N(C)C2=O)cc1 (centres undefined)	1445	3	1	7	6	0.9	4	-5	-11	-1
COc1ccc(N=Cc2cc(Cl)ccc2O)cc1Cl	1689	9	1	14	1	0.9	10	-5	9	-1
CCN(CC)C(=O)c1cc2sc3ccccc3c2s1	1585	0	1	7	12	0.9	3	-7	-4	-1
O=C(/C=C/c1ccccc1[N+](=O)[O-])N1CCN(c2ccc(F)cc2)CC1	1471	-1	1.1	9	-1	0.9	1	-3	-9	-7
CCOC(=O)C1=C(C)SC2=NS(=O)(=O)CCN21	1278	3	1.1	8	-1	0.9	-5	-7	-19	-7
Cc1ccc2c(c1)sc(=NC(=O)c1cccs1)n2C	1499	7	1	-12	6	1.1	-1	-2	-16	-5
O=C(CSc1nncs1)NC(=O)NCc1ccccc1	1550	-4	1	6	6	0.9	-1	-6	-4	-1
COc1cc2c(cc1OC)C(c1ccccc1)N(C(=O)CCl)CC2 (centres undefined)	1609	2	1	1	-4	1	6	-3	4	-1
CC(=O)Nc1ccc(NC(=O)CN(c2cccc([N+](=O)[O-])c2)S(C)(=O)=O)cc1	1518	-4	1.1	-2	3	1	3	1	-10	-8
CC1CCCC(NC(=O)COC(=O)c2cc(S(=O)(=O)N3CCCCC3)ccc2N2CCOCC2)C1C (centres undefined)	1486	-5	1.1	0	-2	1	-3	-6	-9	-9
CCCCn1nnnc1SCC(=O)N1CCOCC1	1537	4	1	6	3	0.9	7	-2	-4	-1
COCc1nnc(NC(=O)c2ccc(OC)cc2OC)s1	1569	4	1	-18	0	1.2	4	-6	-7	-4
Cc1c(N=C2SC(CC(=O)Nc3ccccc3)C(=O)N2CCN2CCOCC2)c(=O)n(-c2ccccc2)n1C (centres undefined)	1647	9	1	-20	2	1.2	-1	-5	-16	-2
CCCC12C(=O)C(C)(C(c3ccccc3)=C1c1ccccc1)C1C(=O)N(c3ccc(C)cc3)C(=O)C12 (centres undefined)	1611	-7	1	-7	0	1.1	1	-5	-1	1
Cc1nc(Sc2nnnn2-c2ccccc2)c(C#N)c(C)c1C	1745	6	1.1	11	1	0.9	-1	-3	-14	-9
CN1CCC(N(C)C(=S)Nc2ccc(F)cc2)CC1	1650	4	1	3	-5	1	1	-2	3	2
Cc1nc2c(C(=O)O)cnn2c(C)c1Cc1ccccc1F	·	·	1	1	·	1	·	-2	-11	0
O=C(Nc1ccccc1-c1ccccc1)c1ccc(NC(=O)c2ccco2)cc1	1418	-2	1.1	26	9	0.7	0	-6	-9	-7
N#Cc1ccc(OCC(O)CS(=O)(=O)c2ccc(F)cc2)cc1 (centres undefined)	1686	-6	1	0	5	1	5	1	-4	-1
CN(/N=C/c1ccncc1)C1=NS(=O)(=O)c2ccccc21	1541	5	1	0	-2	1	-1	-2	-8	0
COc1ccc(C)c(S(=O)(=O)Nc2ccc(OCC(=O)O)cc2)c1	1569	5	1.1	1	-3	1	5	-8	-13	-5
CCOC(=O)CC(=O)CSc1nc2c(sc(=S)n2-c2ccc(OCC)cc2)c(=O)[nH]1	1529	1	0.9	11	0	0.9	-2	-3	7	6
O=C(CSc1ccc(-c2nc3ccccc3[nH]2)cn1)Nc1ccc(S(=O)(=O)N2CCCC2)cc1	1868	-1	1	·	1	0.1	5	3	-9	0
Cc1occc1C(=O)NNC(=O)Cc1ccccc1	1517	2	1	-2	8	1	4	6	-9	-3
CCNc1nc(CC)nc2c1oc1ccccc12	1491	6	1	13	5	0.9	1	-12	-10	-5
CCN(CC)S(=O)(=O)c1cc(NS(=O)(=O)c2cccc(Cl)c2)ccc1C	1389	-2	1	-6	0	1.1	-8	-3	-3	-5
C(=N\Nc1nc(Nc2ccccc2)nc(N2CCCCC2)n1)/c1ccco1	1737	-2	1.1	8	3	0.9	-5	2	-16	-9
CC(C)Cc1ccc(S(=O)(=O)N2CCCC2)cc1	1470	-3	1.1	21	0	0.8	-9	-1	-6	-8
CCS(=O)(=O)NCCNc1ccc([N+](=O)[O-])cc1	1572	-1	0.9	9	9	0.9	1	1	5	7
C(#Cc1ccccc1)C[N+]1(CC#Cc2ccccc2)CCCCC1	1693	-5	1.1	-26	3	1.3	3	-2	-13	-8
CCOc1ccccc1NC(=O)CSc1nnc(CNC(=O)COc2ccc(Cl)cc2)o1	1514	1	1.1	10	-4	0.9	-6	-3	-15	-6

Reprinted at random: 6 records from the list.
SMILES	SRC2 TRFRET art	PPARg SRC1 recr	TNAP act hi DEA	bIAP inh	PPARg SRC3 recr	bIAP activator	PPARg SRC2 recr	Efa HMGR inh	TNAP inh no acc	TNAP inh hiacc
O=C(CSc1nncs1)NC(=O)NCc1ccccc1	1550	-4	1	6	6	0.9	-1	-6	-4	-1
CC(C)Cc1ccc(S(=O)(=O)N2CCCC2)cc1	1470	-3	1.1	21	0	0.8	-9	-1	-6	-8
CN(/N=C/c1ccncc1)C1=NS(=O)(=O)c2ccccc21	1541	5	1	0	-2	1	-1	-2	-8	0
N#Cc1ccc(OCC(O)CS(=O)(=O)c2ccc(F)cc2)cc1 (centres undefined)	1686	-6	1	0	5	1	5	1	-4	-1
CCS(=O)(=O)NCCNc1ccc([N+](=O)[O-])cc1	1572	-1	0.9	9	9	0.9	1	1	5	7
COc1ccc(NC2SC(=O)N(C)C2=O)cc1 (centres undefined)	1445	3	1	7	6	0.9	4	-5	-11	-1
